Tau ThT inhib = qHTS for Inhibitors of Tau Fibril Formation, Thioflavin T Binding | actives 2.1% (n = 270,000) | recombinant tau K18 P301L, heparin-induced fibrillization, ThT fluorescence | AID 1460, 2008 | Potency, µM (highest dose often 57.4 µM), for the others: top-dose activity, negative = inhibition, most hits filed as inhibitors; active means well fitted inhibition curve with a large enough effect; inconclusive means small, poorly fitted or top-dose-only effect; further: nearly all actives have a fitted effect of over 55% in size
Target sequence (P10636 561-689 P618L limits assumed): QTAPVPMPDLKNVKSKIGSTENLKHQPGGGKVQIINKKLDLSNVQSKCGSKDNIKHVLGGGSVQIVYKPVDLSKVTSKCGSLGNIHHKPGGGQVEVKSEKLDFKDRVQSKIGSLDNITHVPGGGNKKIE
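Using a mix of unlabeled (15 uM) and Alexa 594-labeled (0.24 uM) tau K18 P301L, heparin-triggered fibrillization over 6 hr at 37 C was scored by ThT fluorescence.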
LMNA splice mod = qHTS Assay for Modulators of Lamin A Splicing; HeLa LMNA splicing GFP/RFP minigene ratio, 48 h; Potency, µM (doses to about 46.1 µM), inactives show at the highest dose ratio change, negative = inhibition, most hits filed as inhibitors; actives 0.01% (n = 200,000); active means well fitted inhibition curve with a large enough effect in the signal ratio, with a control signal flat, not every such curve was filed as active; inconclusive means small, poorly fitted or top-dose-only effect, or effect the other way, or a change in a side signal; the % refers to the signal ratio
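S3 HeLa stable clones carrying a lamin A-EGFP splicing minigene plus DsRed2 were seeded at 600 cells/well in Opti-MEM with 2% FBS, pin-dosed and incubated 48 h at 37°C. Acumen cytometry (488 nm) gave the GFP/RFP total-intensity ratio.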
Active calls of the source: *; ? = inconclusive; [ ] = another dose, or the depositor's remark. On the % scale 0 is the no-effect control and ±100 the full control effect; potency means the concentration at half of the fitted maximal effect. This is a subset; rates above refer to the full screens.

No.	SMILES	Tau ThT inhib	LMNA splice mod
1	COc1ccccc1CNC(=O)C(C)n1c(=O)cc(C(F)(F)F)c2c(C)nn(C)c21 (stereo not drawn)	3.9%	7.6%[46 µM]
2	CCOCCCNC(=O)C1CCN(c2nn3cc(-c4ccc(F)cc4)nc3s2)CC1	?	3.6%[46 µM]
3	O=C(Nc1nnc(S(=O)(=O)N2CCCc3ccccc32)s1)c1cccc(F)c1	?	27.9%[46 µM]
4	CCOC(=O)C1CCCN(C(=O)Cn2c(=O)cc(C)c3c(C)nn(C)c32)C1 (stereo not drawn)	-0.1%	2.5%[46 µM]
5	CCc1c(C)sc2c1CCN(C(=O)Nc1cc(Cl)c(OC)cc1OC)C2c1ccccc1 (stereo not drawn)	-10.7%	?
6	COc1cccc(C2C=C(c3ccc(C)c(C)c3)Nc3nnnn32)c1OC (stereo not drawn)	-0.1%	?
7	CCc1cccc(C)c1NC(=O)Cn1ccn(Cc2ccc(Cl)cc2)c(=O)c1=O	-13.1%	3.5%[46 µM]
8	COc1ccc(CNC(=O)C2CCN(C(=O)N3CCOc4ccc(Cl)cc43)CC2)cc1	?	3.8%[46 µM]
9	Cc1ccc(-n2ncc(C(=O)Nc3ccc4c(c3)OCO4)c2C2CCN(C(=O)OC(C)(C)C)CC2)cc1	?	-2.6%[46 µM]
10	COc1cc(Nc2ncnc3onc(-c4ccc(Cl)cc4)c23)cc(OC)c1	-5.0%	-26.5%[46 µM]
11	CS(=O)(=O)c1ccc(-c2nnc(NC(=O)c3ccc4c(c3)OCCO4)o2)cc1	1.0%	?
12	CCCCN(C)S(=O)(=O)c1ccc(C(=O)Nc2sc3c(c2C(N)=O)CC(C)(C)NC3(C)C)cc1	7.5%	-6.6%[46 µM]
13	Cc1cccc(N2CCN(CCCNC(=O)Cn3ncc4c([nH]c5ccccc54)c3=O)CC2C)c1 (stereo not drawn)	-4.8%	3.6%[46 µM]
14	O=C(COCc1cc(-c2ccc(F)cc2)on1)Nc1cc(F)ccc1F	-9.6%	16.2%[46 µM]
15	Fc1ccc(-n2ncc3c(Nc4cccc(Cl)c4)ncnc32)cc1	?	?
16	CCOc1cc(CNC(=O)Cn2c(-c3cccs3)cc3cc(F)ccc32)ccc1OC	4.1%	26.9%[46 µM]
17	COc1ccccc1CNC(=O)C(CC(C)C)N1Cc2ccccc2C1=O (stereo not drawn)	-4.3%	-9.6%[46 µM]
18	O=C(CSc1ccccc1)N1CCc2c([nH]c3ccccc23)C1c1ccc(F)cc1 (stereo not drawn)	-3.5%	-26.6%[46 µM]
19	COCCCNC(=O)CN1C(=O)CSc2ccc(S(=O)(=O)N3CCOCC3)cc21	0.0%	5.7%[46 µM]
20	O=C(CSc1nc2ccccc2c2nc(-c3ccccc3)nn12)Nc1ccc(Br)cc1	-2.3%	?
21	CCc1cccc(NC(=O)Cn2c(=O)n(CC3CCC(C(=O)NC)CC3)c(=O)c3sccc32)c1 (stereo not drawn)	8.1%	?
22	Cc1ccc(-n2nc(C)c3nc(CCC(=O)Nc4ccc(F)cc4)c(=O)n(C)c32)cc1	12.4%	?
23	C=CCc1cccc2cc(-c3nc4ccc(C)cc4[nH]3)c(=O)oc12	?	5.8%[46 µM]
24	COc1ccc(NC(=O)N2CCC(n3c(C)nc4cccnc43)CC2)cc1OC	-11.7%	-0.9%[46 µM]
25	CCOC(=O)c1cccc(NC(=O)CCn2c(-c3ccc(F)cc3)cc(C(=O)OCC)c2C)c1	-11.5%	?
26	Cc1cccc(NC(=O)c2cc3c(=O)n(Cc4ccco4)ccc3nc2C)c1	-1.9%	?
27	COc1ccc(CNC(=O)CCCN2C(=O)CSc3c2c(C)nn3-c2ccccc2)c(OC)c1	-10.2%	1.2%[46 µM]
28	COc1ccc(NC(=O)c2ncoc2-c2ccco2)cc1Cl	?	13.3%[46 µM]
29	Cc1ccccc1OC(=O)c1cc(-c2ccc3c(c2)OCCO3)on1	-11.6%	-4.6%[46 µM]
30	O=C(NCCc1ccc(Cl)cc1)C1CCN(S(=O)(=O)c2ccc3[nH]ccc3c2)CC1	9.7%	?
31	O=C(c1ccccc1Cl)N1CCC(c2nc3ccccc3s2)CC1	-14.8%	-0.6%[46 µM]
32	Cc1ccc(Cl)cc1NC(=O)CCn1cnc2ccccc2c1=O	3.4%	-16.9%[46 µM]
33	CCS(=O)(=O)c1ncc(Cl)c(C(=O)NCc2ccc(OC)cc2)n1	?	?
34	CSc1cccc(NC(=O)CN(C)S(=O)(=O)c2ccc3c(c2)CCCN3C(C)=O)c1	-0.9%	10.5%[46 µM]
35	Cn1cnc(S(=O)(=O)N2CCCC(C(=O)NCc3ccc(F)cc3)C2)c1 (stereo not drawn)	-0.2%	10.4%[46 µM]
36	O=c1cc(-c2ccc(F)cc2)nc(SCc2nc(-c3cccc(Cl)c3)no2)[nH]1	13.0%	-16.4%[46 µM]
37	COc1ccccc1NCc1nnc2n1CCCCC2	-9.4%	18.3%[46 µM]
38	Cc1cc2[nH]c(=O)c(=O)[nH]c2cc1S(=O)(=O)NCc1ccc(F)cc1	-1.3%	?
39	Cc1oc2ncn(C)c(=O)c2c1C(=O)N(C)c1ccccc1F	-1.4%	-2.3%[46 µM]
40	Cc1ccc(NC(=O)c2sc(-n3nc(C)c(Cc4ccc5c(c4)OCO5)c3C)nc2C)cc1Cl	3.3%	26.7%[46 µM]
41	COc1cccc(NC(=O)Cn2c(=O)ccc3cc(S(=O)(=O)N4CCC(C)CC4)ccc32)c1	8.3%	?
42	COc1cc(OC)c(NC(=O)N2CCC(CN3CCOCC3)CC2)cc1Cl	-5.9%	1.9%[46 µM]
43	CSc1nc2c([nH]c3ccccc32)c(=O)n1-c1ccc(F)cc1	0.5%	?
44	O=C(CSc1ccccc1)NCc1ccc2c(c1)CCN2C(=O)c1ccc(Cl)cc1	-2.8%	4.5%[46 µM]
45	CN(C)c1ccc(CNC(=O)c2ccc3nc(CCc4ccccc4)oc3c2)cc1	-7.4%	6.1%[46 µM]
46	Cc1c(C(=O)NCc2cccc(Cl)c2)sc2nc3n(c(=O)c12)CCC3	-16.8%	-6.3%[46 µM]
47	COc1ccc(CNC(=O)C(=O)NCC(c2cccs2)S(=O)(=O)c2cccs2)cc1 (stereo not drawn)	-4.5%	?
48	CCCCNC(=O)C(CC)Sc1nnc(-c2ccc(F)cc2)c(-c2ccc(F)cc2)n1 (stereo not drawn)	4.8%	-0.5%[46 µM]
49	COc1ccc(C(=O)Nc2ccccc2C(=O)OCc2cc(=O)n3nc(C4CC4)sc3n2)cc1	-4.9%	-4.1%[46 µM]
50	CCC(=O)N1CCc2cc(CNC(=O)C(CC)c3ccccc3)ccc21 (stereo not drawn)	0.9%	-3.5%[46 µM]
51	CC(NC(=O)c1cccc(NC(=O)c2nsc3ccccc23)c1)c1ccccc1 (stereo not drawn)	5.2%	?
52	Cn1c(CNC(=O)CSc2n[nH]c(-c3ccccc3)n2)nc2ccccc21	0.2%	-10.5%[46 µM]
53	Cc1ccccc1CNC(=O)c1ccc(CN2CC(=O)N3CCCCC3C2=O)cc1 (stereo not drawn)	2.4%	1.7%[46 µM]
54	Cc1ccc(CSCCC(=O)N2CCN(c3cc(C)ccc3C)CC2)cc1	?	?
55	Cc1ccc(C)c(S(=O)(=O)n2nc(C)c(S(=O)(=O)N3CCC(C)CC3)c2C)c1	1.7%	?
56	O=C(NCCS(=O)(=O)N1CCN(c2ccccc2)CC1)C1CC(=O)N(c2ccc(F)cc2)C1 (stereo not drawn)	-3.7%	?

Further results.
No.	SMILES	Tau ThT inhib	LMNA splice mod
57	Cc1ccc2c(=O)c(C(=O)c3ccccc3)cn(CC(=O)Nc3ccc(C)c(Cl)c3)c2n1	5.8%	21.4%[46 µM]
58	CCOC(=O)c1c(S(=O)(=O)N2CCC(C(=O)Nc3ccc(C)cn3)CC2)c(C)n(C)c1C	-4.2%	?
59	COc1ccc(CNC(=O)CSc2n[nH]c(-c3ccc(OC)cc3)n2)cc1	-2.3%	?
60	COc1ccccc1NC(=O)N1CCOc2ccccc21	?	1.3%[46 µM]
61	COc1ccc2c(c1)CC(C(=O)NCCCN1CCN(c3ccccc3F)CC1)CO2 (stereo not drawn)	-4.1%	9.6%[46 µM]
62	COc1ccc(NC(=O)C2COc3ccccc3C2)cc1Cl (stereo not drawn)	-8.4%	-17.9%[46 µM]
63	CCOc1ccc(C(=O)NCCc2csc(-c3cccc(F)c3)n2)cc1OCC	?	19.4%[46 µM]
64	CC1CCCN(C(=O)c2cc3ccc4cccnc4c3[nH]2)C1 (stereo not drawn)	?	-13.5%[46 µM]
65	COc1cccc(C(=O)Nc2nnc(S(=O)(=O)N3CCCC3)s2)c1	-17.3%	2.4%[46 µM]
66	Cc1cc(C)c(NC(=O)C(=O)NCC(c2cccnc2)N2CCN(Cc3ccccc3)CC2)c(C)c1 (stereo not drawn)	-10.4%	8.7%[46 µM]
67	Cn1ccc2c(OCC(=O)Nc3ccc(OC(F)(F)F)cc3)cccc2c1=O	?	-2.1%[46 µM]
68	O=C(Nc1nnc(S(=O)(=O)N2CCOCC2)s1)c1ccccc1F	?	14.2%[46 µM]
69	Nc1ncc(S(=O)(=O)Nc2ccc(F)cc2F)cn1	-9.7%	?
70	CC1CCN(S(=O)(=O)N2CCC(C(=O)NCc3ccccc3Cl)CC2)CC1	6.9%	-14.3%[46 µM]
71	O=C(C1CCN(c2nc3ccccc3[nH]2)CC1)N1CCN(c2ccccc2)CC1	?	2.5%[46 µM]
72	CCOC(=O)Cn1c(=O)c2c(nc3n2CCN3c2ccc(CC)cc2)n(C)c1=O	-13.1%	?

Part of the list above, with values under each structure.
Each structure is followed by: Tau ThT inhib, LMNA splice mod
[65] COc1cccc(C(=O)Nc2nnc(S(=O)(=O)N3CCCC3)s2)c1
 : -17.3%, 2.4%[46 µM]
[68] O=C(Nc1nnc(S(=O)(=O)N2CCOCC2)s1)c1ccccc1F
 : ?, 14.2%[46 µM]
[71] O=C(C1CCN(c2nc3ccccc3[nH]2)CC1)N1CCN(c2ccccc2)CC1
 : ?, 2.5%[46 µM]
[69] Nc1ncc(S(=O)(=O)Nc2ccc(F)cc2F)cn1
 : -9.7%, ?
[67] Cn1ccc2c(OCC(=O)Nc3ccc(OC(F)(F)F)cc3)cccc2c1=O
 : ?, -2.1%[46 µM]

Additional structures:
No.	SMILES	Tau ThT inhib	LMNA splice mod
73	COc1ccc(-c2noc(C3CC(=O)N(c4ccccc4)C3)n2)c(OC)c1 (stereo not drawn)	-14.7%	-1.0%[46 µM]
74	Cn1nnnc1SCCNCc1ccc(F)cc1	-10.0%	?
75	COC(=O)C1CCN(c2csc3ccc(C)cc3c2=O)CC1	?	-1.9%[46 µM]
76	COc1ccc(NC(=O)c2cnc(N3CCCC3)nc2)cc1OC	?	12.2%[46 µM]
77	Cn1nnc2c(N3CCN(c4ccccc4F)CC3)ncnc21	-7.7%	5.0%[46 µM]
78	CC(=O)Nc1ccc(NC(=O)Cn2c(=O)ccc3cc(S(=O)(=O)N4CCC(C)CC4)ccc32)cc1	2.1%	11.6%[46 µM]
79	CCc1c(-c2ccccc2)nc2ccccc2c1C(=O)NC(C)c1ccccc1 (stereo not drawn)	-17.9%	?
80	COc1cccc(N2CCN(C(=O)c3c4c(nc5ccccc35)C(=O)N(C3CCCCC3)C4)CC2)c1	-5.8%	2.9%[46 µM]
81	Cc1ccc(-n2nc(C(=O)NC(C)C)c(=O)n(C)c2=O)cc1	9.4%	7.3%[46 µM]
82	COc1ccc(N2CCN(c3csc4ccc(Cl)cc4c3=O)CC2)cc1	6.31µM*	-21.6%[46 µM]
83	COc1ccc(-n2c(/C=C/c3cccc(C(F)(F)F)c3)nc3ccccc3c2=O)cc1Cl	-9.0%	-13.3%[46 µM]
84	COc1cc(OC)c(N(C)C(=O)Nc2cn(CC(C)C)c(=O)c3ccccc23)cc1Cl	8.9%	?
85	Cc1ccc(F)cc1NC(=O)Cn1c(=O)nc(-c2ccccc2F)c2cc(Cl)ccc21	10.6%	-2.3%[46 µM]
86	Cc1ccc(NC(=O)C(=O)NCC(c2cccnc2)N2CCN(C)CC2)cc1C (stereo not drawn)	1.6%	?
87	Cc1cc(C)c(Cn2c(=O)n(-c3ccccc3Cl)c(=O)c3c(C)c(C(=O)N(C)C)sc32)c(C)c1	-4.9%	6.4%[46 µM]
88	CCSc1nnnn1-c1cccc(C(=O)O)c1	-1.8%	-4.0%[46 µM]
89	CCn1cc(S(=O)(=O)c2ccc(OC)cc2)c(=O)c2cc(F)c(N3CCC(C)CC3)cc21	-12.4%	21.5%[46 µM]
90	CCCCc1nnc(SCc2cc(=O)c3cc(C(=O)OCC)ccc3[nH]2)n1C	-1.7%	?
91	COc1ccc(Cl)cc1NC(=O)c1cnc(SC)nc1-c1ccccc1	0.9%	-17.0%[46 µM]
92	CCOc1cc(CNC(=O)NC2COc3ccccc3C2)cc(OCC)c1OCC (stereo not drawn)	-12.2%	-3.6%[46 µM]
93	OCCN1CCN(c2ncnc3c2cnn3-c2cccc(Cl)c2)CC1	-11.6%	?
94	CN(C)c1ccc(CNC(=O)CN2C(=O)CCn3nc(-c4cn(C)c5ccccc45)cc32)cc1	-10.7%	-12.3%[46 µM]
95	CCOC(=O)c1cccc(NC(=O)c2cc(S(=O)(=O)N3CCCC3)cn2C)c1	8.2%	0.4%[46 µM]

Assay outcomes (PubChem BioAssay)
